TWEAK-Fn14 inh – TWEAK-Fn14 signaling inhibition; TWEAK-stimulated Fn14 reporter cells, luciferase luminescence, 8 h; inhibition, % at 10 µM; 2% of 360,000 active; in the data active = inhibition above about 50%
KKLEB cytotox – CF airway cell cytotoxicity counter-screen | KKLEB CF airway cells viability, ATPlite luminescence, overnight; hits give low values; cells stimulated with P. aeruginosa culture filtrate | 0.36% of 360,000 active | AID 602141 | activity change (cytotoxicity), % at 5 µM;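 active = corrected activity change at or below -50% at 5 µM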
aDG glyco act – increases alpha dystroglycan glycosylation. Pro5-aDG cells, alpha-DG glycosylation AlphaScreen (IIH6); 0% Pro5, 100% B10-LARGE cell signal. activation, % at 10 µM. 0.22% of 360,000 active. AID 624168;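 active = activation of at least 8% versus controls, or a plate z-score of at least 8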;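 also: Pro5 are CHO cells carrying HIG-tagged alpha-DG that lacks glycosylation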
iPSC survival up – hiPSC single-cell survival enhancement; AID 602274; survival enhancement, % at 20 µM; ATPlite luminescence; 100% = ROCK inhibitor wells, 0% = DMSO; 0.044% of 360,000 active; in the data active = survival enhancement above about 18%;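 also: cells exposed to compounds for 16 hours before the ATP read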
MITF TRPM1 inh – inhibitors of MITF-driven TRPM1 promoter in melanoma cells | 0.83% of 330,000 active | AID 488899 | inhibition, % at 12.5 µM | SK-MEL-5 TRPM1 promoter luciferase, 24 h;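 active = mean inhibition across replicates of 60% or more, whatever share of single replicates reaches that level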; also: values of inactives mirror those of a sister screen read the other way
CF NFkB block – inhibitors of cystic fibrosis induced NF-kB | KKLEB NF-kB-GFP reporter, PAF-induced, GFP fluorescence overnight | inhibition, % at 5 µM | 0.86% of 360,000 active | AID 588850;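 active = at least 50% inhibition at 5 µM, scaled per plate between neutral and stimulator controls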;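 also: PAF is a Pseudomonas aeruginosa culture filtrate used as stimulus; plate controls were PAF-stimulated DMSO wells for no effect and unstimulated DMSO wells for full effect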
NR2E3 ag-1 – agonists of human nuclear receptor NR2E3 | AID 2300 | Q9Y5X4 | GST-NR2E3/biotin-RetCOR TR-FRET, 1536-well | 0.12% of 320,000 active | inhibition of corepressor binding, % at 4.78 µM;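 active = percent inhibition above the cutoff of mean plus 3 SD of all tested compounds, set per screening campaign, cut at about 20% in these data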;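 also: 0% = DMSO wells and 100% = biotin wells as full block of FRET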
Target sequence (Q9Y5X4 whole entry, looked up): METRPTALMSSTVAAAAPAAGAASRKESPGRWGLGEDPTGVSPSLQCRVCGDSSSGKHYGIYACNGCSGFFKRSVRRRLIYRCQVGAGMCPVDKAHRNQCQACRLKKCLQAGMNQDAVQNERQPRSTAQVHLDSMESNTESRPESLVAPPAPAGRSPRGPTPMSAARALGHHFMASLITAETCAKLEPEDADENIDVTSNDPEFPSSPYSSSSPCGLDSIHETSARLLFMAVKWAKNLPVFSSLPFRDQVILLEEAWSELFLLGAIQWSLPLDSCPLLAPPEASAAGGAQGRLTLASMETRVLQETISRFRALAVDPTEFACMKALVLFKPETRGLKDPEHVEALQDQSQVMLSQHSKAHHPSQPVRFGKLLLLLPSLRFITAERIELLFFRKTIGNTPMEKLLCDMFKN
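system = GST-tagged NR2E3 plus biotinylated RetCOR corepressor | input = 1.35 nM GST-NR2E3 | also added = 7 nM biotin-RetCOR | schedule = 5 h incubation at 4 °C | measured by = TR-FRET with europium anti-GST and streptavidin-D2, 340 nm excitation | read-out = percent loss of FRET ratio relative to control wells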
NR2E3 ag-2 – human photoreceptor-specific nuclear receptor agonism. Q9Y5X4. CHO-S Gal4-NCOR/VP16-NR2E3 two-hybrid, luciferase. inhibition of corepressor binding, % at 3.98 µM. 0.35% of 360,000 active. AID 602229;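 active = inhibition above the mean of all tested compounds plus 3 SD, cut at about 70% in these data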;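 also: 0% = DMSO with NR2E3 transfected cells and 100% = cells lacking NR2E3 construct; higher means lower luciferase signal from less NR2E3 corepressor binding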
Peg3 prom inh – reduces Peg3 promoter-driven luciferase expression in HeLa | HeLa PEG-Prom luciferase reporter, luminescence, overnight | inhibition, % at 20 µM | 1.7% of 360,000 active | AID 588405;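 active = inhibition of at least 50% at 20 µM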
HIF-2a inh – inhibitors of HIF-2a; 786-0 RCC cells HIF-2a reporter, luciferase luminescence, overnight; inhibition, % at 18.8 µM; 0.72% of 360,000 active; AID 624352;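 active = inhibition of the luminescence signal of 40% or more relative to plate controls, in a single-dose primary screen at 18.75 µM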
Shn3 inh set2 – reduces Shn3 3'UTR luciferase signal in osteoblasts. Clone20 osteoblast Shn3 3'UTR firefly luciferase, 24 h. inhibition, % at 12.5 µM. 0.52% of 360,000 active. AID 588674;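 active = mean inhibition of at least 75% with every replicate also reaching 75%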;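 also: 0% = median of neutral control wells and 100% = pilot-screen positive control compound; some compounds past the cut are filed as inactive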
Starred values were filed as active, the others as inactive; nt = not tested or not shown. Rows were taken by chance; 4.4% or so of the library scored in one or more.

no.	molecule	TWEAK-Fn14 inh	KKLEB cytotox	aDG glyco act	iPSC survival up	MITF TRPM1 inh	CF NFkB block
1	CC(C)C(NS(=O)(=O)c1cccc(C(F)(F)F)c1)C(=O)N1CCc2ccccc2C1 (stereo not drawn)	11	3	0.1	-0.5	1	4
2	CC(C)c1[nH]nc2c1C(c1cccc(OC(=O)N3CCOCC3)c1)C(C#N)=C(N)O2 (stereo not drawn)	-8	-3	-0.1	-0.6	1	-1
3	O=C(Nc1cccc(C(=O)N2CCCc3ccccc32)c1)c1ccccc1	28	-8	0.3	1.1	26	21
4	CCOC(=O)c1c(N2C(=O)Nc3ccccc3N2O)sc2c1CCCC2	-3	1	0.2	0.6	-3	-4
5	COc1ccc(/C=C2\SC(=S)NC2=O)cc1OS(=O)(=O)c1ccc(NC(C)=O)cc1	-5	2	-0.1	0.0	-1	13
6	CCOC(=O)c1oc2ccccc2c1NC(=O)COC	4	-18	0.0	-0.6	0	-4
7	O=[N+]([O-])c1cc(S(=O)(=O)C(F)(F)F)ccc1NCC1CCCO1 (stereo not drawn)	-25	-3	-0.1	1.1	0	11
8	Cc1ccc(OCCN2C(=O)C(=O)c3cccc(C)c32)cc1	-23	-6	0.1	-0.6	-3	12
9	CCc1ccc(NC(=O)CCNC(=O)Cn2ccc3ccccc3c2=O)cc1	11	-1	-0.1	0.0	-2	9
10	CC1C(=O)N(Cc2cn(CC3CCCCC3)nn2)CCS(=O)(=O)N1Cc1ccc(-c2cccc(CO)c2)cc1 (stereo not drawn)	28	-4	0.3	-1.4	nt	-6
11	COc1ccccc1NS(=O)(=O)c1ccc(N/N=C/c2ccccc2OCC(=O)O)c([N+](=O)[O-])c1	1	23	0.0	0.2	-1	-11
12	N/C(CN1CCCC1=O)=N\OC(=O)c1ccc(Cl)c(Cl)c1	-2	8	-0.2	0.0	-6	-2

no.	NR2E3 ag-1	NR2E3 ag-2	Peg3 prom inh	HIF-2a inh	Shn3 inh set2
1	4	-31	20	1	12
2	-2	-33	11	10	-12
3	-1	-1	28	8	22
4	4	4	8	17	0
5	nt	-18	23	3	-8
6	0	-12	7	-27	-5
7	1	-4	-66	-48	10
8	2	7	-1	4	2
9	5	16	5	10	-4
10	nt	-12	15	3	29
11	0	-12	-6	15	-3
12	-6	-20	-11	-24	-30

More entries
no.	molecule	TWEAK-Fn14 inh	KKLEB cytotox	aDG glyco act	iPSC survival up	MITF TRPM1 inh	CF NFkB block
13	COc1ccc(NC(=O)C2CC2)cc1NS(=O)(=O)c1ccc(F)cc1	-2	1	-0.1	-0.9	0	-4
14	Cc1ccc(-n2nnnc2C(=Cc2ccc(N(C)C)cc2)c2nnnn2-c2ccc(C)cc2)cc1	4	2	-0.3	-0.4	-8	8
15	CC(C)CCNC(=O)CN(Cc1cccs1)C(=O)CCC(=O)Nc1nccs1	-12	-2	0.1	1.9	-8	6
16	O=C(NCCN1CCOCC1)c1cc([N+](=O)[O-])cc([N+](=O)[O-])c1	4	-2	0.1	-0.3	19	24
17	O=C(O)c1cc(-n2nnnc2SCc2ccc([N+](=O)[O-])cc2)ccc1Cl	14	-2	-0.1	0.6	4	11
18	Brc1ccccc1-c1nnc(SCc2nc3ccccc3s2)o1	35	8	0.3	-0.1	-14	-2
19	CCN(C(=O)C1CCCN1S(=O)(=O)c1cccc2nsnc12)c1ccccc1 (stereo not drawn)	-6	6	1.6	-0.3	-4	3
20	O=C(Nc1cccc(O)c1)c1cc(-c2cccs2)on1	69*	-10	-0.1	-0.6	-88	-16
21	O=C(c1ccccc1)N1CCN(C2CC(=O)N(CCc3ccccc3)C2=O)CC1 (stereo not drawn)	0	-5	0.0	-0.9	0	13
22	COC(=O)Cn1c(=NC(=O)CSCC(=O)NC2CCCCC2)sc2cc(OC)ccc21	-9	-10	0.2	-0.8	2	-11
23	Cc1cccc(-c2ccc3c(c2)C2CC3CCN2)c1 (stereo not drawn)	-4	0	0.1	-4.8	-14	-1
24	COc1cc(NC(=O)CCc2nc(-c3cccs3)no2)cc(OC)c1OC	-2	-3	0.9	5.3	5	4

no.	NR2E3 ag-1	NR2E3 ag-2	Peg3 prom inh	HIF-2a inh	Shn3 inh set2
13	0	-18	6	-4	0
14	3	17	23	6	39
15	-1	-33	7	-9	10
16	-5	-1	19	22	15
17	2	-1	0	12	2
18	-2	-48	-269	-218	-105
19	6	1	21	12	-5
20	1	-22	-195	-196	8
21	-1	-16	15	-6	-7
22	3	-9	5	2	22
23	nt	-4	4	0	-11
24	-4	-8	21	18	-6

Further structures.
no.	molecule	TWEAK-Fn14 inh	KKLEB cytotox	aDG glyco act	iPSC survival up	MITF TRPM1 inh	CF NFkB block
25	Nc1cc(=O)[nH]c(SC/C=C/c2ccccc2)n1	6	0	0.2	-2.4	10	-1
26	CCN(c1ccccc1)S(=O)(=O)c1ccc(Cl)c(C(=O)OCC(=O)NC(=O)C(C)C)c1	-16	2	0.2	-0.9	2	2
27	O=C(Nc1sc2c(c1C(=O)O)CCCC2)c1cccc(Cl)c1	34	-4	0.1	-0.4	1	11
28	COc1ccc([C@H]2/C=C\CN(S(=O)(=O)/C=C/c3ccccc3)[C@@H](C)C(=O)N2Cc2ccc(F)cc2)cc1	-3	-11	0.4	-4.0	3	9
29	O=C(c1cccc([N+](=O)[O-])c1)c1ccc2[nH]c(=O)[nH]c2c1	7	-12	-0.2	0.7	-2	13
30	COCc1[nH]nc2c1C(c1ccsc1)C(C#N)=C(N)O2 (stereo not drawn)	2	4	0.1	-0.7	5	-11
31	Oc1ccc(Br)cc1CNn1cnnc1	7	-6	-0.1	1.5	-1	9
32	C=CCn1c(SCC(=O)c2c(N)n(C)c(=O)n(C)c2=O)nc2sc(CC)cc2c1=O	-6	-13	0.0	5.6	-7	14
33	Cc1cc(-c2ccc(Cl)cc2)c(C#N)c(N)n1	7	-16	0.1	-0.7	5	3
34	CCN1CCN(c2ncnc3c2c(-c2ccccc2)cn3-c2ccc(F)cc2)CC1	-9	-3	0.1	-0.5	-1	6
35	Nc1ccc(NC(=O)c2cccs2)cc1	-8	-11	-0.2	0.3	nt	-6
36	CC(=O)c1c(C)[nH]c(C(=O)COC(=O)COc2ccccc2F)c1C	5	-13	0.0	0.2	7	12

no.	NR2E3 ag-1	NR2E3 ag-2	Peg3 prom inh	HIF-2a inh	Shn3 inh set2
25	-3	12	-29	-11	49
26	2	-10	11	6	9
27	nt	-71	-261	-292	-52
28	1	14	8	-1	56
29	3	-36	7	5	-11
30	1	-32	17	10	-33
31	0	8	13	23	-6
32	2	-19	20	4	30
33	39*	-33	10	-4	-6
34	-1	0	18	25	-14
35	-1	-22	-39	14	-16
36	1	0	-5	2	-10

3 entries already listed, arranged by the value under NR2E3 ag-2, lowest first:
cpd	SMILES	TWEAK-Fn14 inh	aDG glyco act	MITF TRPM1 inh	CF NFkB block	NR2E3 ag-1	NR2E3 ag-2	Peg3 prom inh	HIF-2a inh	Shn3 inh set2
29	O=C(c1cccc([N+](=O)[O-])c1)c1ccc2[nH]c(=O)[nH]c2c1	7	-0.2	-2	13	3	-36	7	5	-11
32	C=CCn1c(SCC(=O)c2c(N)n(C)c(=O)n(C)c2=O)nc2sc(CC)cc2c1=O	-6	0.0	-7	14	2	-19	20	4	30
31	Oc1ccc(Br)cc1CNn1cnnc1	7	-0.1	-1	9	0	8	13	23	-6

3 compounds from above with just NR2E3 ag-1, Shn3 inh set2 and MITF TRPM1 inh.
entry | molecule | NR2E3 ag-1 | Shn3 inh set2 | MITF TRPM1 inh
34 | CCN1CCN(c2ncnc3c2c(-c2ccccc2)cn3-c2ccc(F)cc2)CC1 | -1 | -14 | -1
35 | Nc1ccc(NC(=O)c2cccs2)cc1 | -1 | -16 | nt
36 | CC(=O)c1c(C)[nH]c(C(=O)COC(=O)COc2ccccc2F)c1C | 1 | -10 | 7

Next results follow:
no.	molecule	TWEAK-Fn14 inh	KKLEB cytotox	aDG glyco act	iPSC survival up	MITF TRPM1 inh	CF NFkB block
37	CSCC[C@H](NC(=O)N1CCn2c1nc1ccccc12)C(=O)N[C@@H](C(=O)O)c1ccccc1	6	-12	-0.4	0.4	nt	-8
38	Cc1cc(C)c(C(=O)Nc2ccc(S(=O)(=O)Nc3ccccn3)cc2)c(C)c1	-1	5	-0.2	0.9	-7	-2
39	CC(=O)C(=Cc1ccccc1)c1ccccc1	14	nt	-0.1	-0.6	nt	nt
40	Cc1c(C)n(CC(O)CN2CCCCCC2)c2ccccc12 (stereo not drawn)	12	-1	0.5	-0.8	5	16
41	O=C(NN1C(=O)C2C3c4ccccc4C(c4ccccc43)C2C1=O)C1CC1 (stereo not drawn)	3	2	0.1	1.3	4	10
42	CC1(c2ccccc2)CC(C)(C)n2c(O)c(C3=NC(=S)NC3=O)c3cccc1c32 (stereo not drawn)	-5	-25	-0.1	-0.2	0	20
43	N/C(=N\OC(=O)CSc1ccccc1)c1cccc([N+](=O)[O-])c1	-31	-14	-0.4	4.1	-8	-7
44	O=C(/C=C/c1ccc([N+](=O)[O-])o1)NNC(=O)c1ccc(F)cc1	47	3	-0.5	-0.2	81*	33

no.	NR2E3 ag-1	NR2E3 ag-2	Peg3 prom inh	HIF-2a inh	Shn3 inh set2
37	0	15	6	0	3
38	6	-17	7	20	12
39	nt	-20	nt	12	nt
40	0	-24	-2	15	18
41	2	13	5	11	-7
42	-3	-21	42	10	nt
43	-1	-99	-98	-191	-71
44	-3	101*	99*	30	58

Shown as a hit in NR2E3 ag-2, among the entries above:
| nr | Molecule | TWEAK-Fn14 inh | aDG glyco act | MITF TRPM1 inh | CF NFkB block | NR2E3 ag-1 | NR2E3 ag-2 | Peg3 prom inh | HIF-2a inh | Shn3 inh set2 |
| --- | --- | --- | --- | --- | --- | --- | --- | --- | --- | --- |
| 44 | O=C(/C=C/c1ccc([N+](=O)[O-])o1)NNC(=O)c1ccc(F)cc1 | 47 | -0.5 | 81* | 33 | -3 | 101* | 99* | 30 | 58 |

Bioassay records deposited in PubChem BioAssay by several laboratories.
